CRFR2-BP ag = agonists of human CRF-binding protein/CRF-R2 receptor complex; HEK293 CRF-R2/CRF-BP, calcium dye fluorescence (FLIPR); percent of saturating CRF peptide response; activation, % at 13.2 µM; 350,000 compounds, 0.46% hits;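 active means activation of at least 50%, plus an integration ratio under a set limit after plate pattern correction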;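 further: plate controls were neutral control wells without compound for no effect and CRF at EC100 for full effect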
GalR3 antag = human GalR3 antagonism; O60755; HEK293 GalR3-CNG cAMP membrane potential fluorescence; galR3 body fused to GalR1 C-terminus; inhibition, % at 3 µM; 360,000 compounds, 0.44% hits;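 active means inhibition above the screen-wide average plus 3 SD, cut at about 13% in these data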;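 further: forskolin and galanin both at EC90 stimulate the cells; cAMP rise reported by CNG channel membrane potential dye signal; 0% = forskolin plus galanin with DMSO and 100% = forskolin alone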
M4 PAM = positive allosteric modulators of human muscarinic M4 receptor; CHO-K1 hM4/Gqi5, Fluo-8 calcium fluorescence, ACh EC20; 0% = ACh EC20, 100% = maximal ACh; AID 624126; activation, % at 3 µM; 360,000 compounds, 0.4% hits;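 active means activation above its plate's cutoff, the mean activation of sample wells plus 3 SD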; further: some results filed as inactive read as strong as hits
IDE cell inh = cellular human IDE inhibition | P14735 | HEK cells, FAbetaB cleavage, fluorescence polarization | inhibition, % at 5.59 µM | 320,000 compounds, 0.41% hits | AID 434962;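 active means percent inhibition above the average of all tested compounds plus 3 SD, set per screening campaign, cut at about 16% in these data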;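 further: IDE supplied by intact live HEK cells; FP after avidin binding of uncleaved biotin substrate so inhibition keeps polarization high; 0% = DMSO wells and 100% = 60 µM reference IDE inhibitor Ii1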
pCIP destab = compounds decreasing mouse p/CIP protein stability | Q05BA5 | F442A p/CIP-EGFP cells, EGFP fluorescence, 16 h | 290,000 compounds, 0.01% hits | decrease of EGFP signal, % at 10 µM;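 active means EGFP signal decrease of at least 30% at 10 µM or well 3 SD below plate mean, unless failing retest; inactive means the rest, including hits failing retest or dose response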; further: some compounds called inactive have numbers as strong as hits; many of its hits are not listed in these tables
Target sequence (Q05BA5 1-1403): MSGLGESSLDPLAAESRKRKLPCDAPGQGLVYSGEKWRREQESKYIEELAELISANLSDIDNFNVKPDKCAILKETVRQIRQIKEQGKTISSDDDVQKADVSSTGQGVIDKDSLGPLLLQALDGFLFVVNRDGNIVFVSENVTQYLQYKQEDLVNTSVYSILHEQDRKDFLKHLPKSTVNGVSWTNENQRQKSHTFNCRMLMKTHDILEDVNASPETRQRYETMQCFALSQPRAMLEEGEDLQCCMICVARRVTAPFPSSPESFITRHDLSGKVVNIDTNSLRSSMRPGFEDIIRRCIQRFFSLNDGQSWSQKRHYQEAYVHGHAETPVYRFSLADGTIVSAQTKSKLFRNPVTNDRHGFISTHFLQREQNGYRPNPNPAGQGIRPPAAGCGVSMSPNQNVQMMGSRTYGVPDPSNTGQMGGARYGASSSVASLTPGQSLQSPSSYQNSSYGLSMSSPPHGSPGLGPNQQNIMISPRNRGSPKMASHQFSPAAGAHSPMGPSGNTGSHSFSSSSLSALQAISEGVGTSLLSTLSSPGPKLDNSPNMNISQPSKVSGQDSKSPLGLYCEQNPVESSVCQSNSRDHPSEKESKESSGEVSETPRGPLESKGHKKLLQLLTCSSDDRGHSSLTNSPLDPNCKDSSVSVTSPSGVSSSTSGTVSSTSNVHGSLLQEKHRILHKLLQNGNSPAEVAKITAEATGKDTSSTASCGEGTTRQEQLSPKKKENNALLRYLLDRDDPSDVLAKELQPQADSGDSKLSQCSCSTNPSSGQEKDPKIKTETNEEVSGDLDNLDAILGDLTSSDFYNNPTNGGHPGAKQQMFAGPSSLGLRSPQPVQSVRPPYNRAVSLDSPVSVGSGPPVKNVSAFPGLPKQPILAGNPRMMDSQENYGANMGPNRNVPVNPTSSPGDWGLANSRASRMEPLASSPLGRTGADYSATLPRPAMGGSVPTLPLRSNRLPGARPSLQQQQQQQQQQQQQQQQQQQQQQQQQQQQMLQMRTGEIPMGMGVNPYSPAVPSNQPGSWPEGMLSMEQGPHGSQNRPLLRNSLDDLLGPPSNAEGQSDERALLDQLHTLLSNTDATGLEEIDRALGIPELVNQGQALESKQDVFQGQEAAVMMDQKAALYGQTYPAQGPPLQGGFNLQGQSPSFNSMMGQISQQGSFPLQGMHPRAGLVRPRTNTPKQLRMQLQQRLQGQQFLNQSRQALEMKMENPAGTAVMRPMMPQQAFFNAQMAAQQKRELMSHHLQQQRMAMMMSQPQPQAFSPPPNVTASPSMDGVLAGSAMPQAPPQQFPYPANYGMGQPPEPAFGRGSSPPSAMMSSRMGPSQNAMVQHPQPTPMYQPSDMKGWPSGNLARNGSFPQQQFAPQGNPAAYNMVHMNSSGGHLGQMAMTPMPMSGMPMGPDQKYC
CRFR2-BP antag = antagonists of CRF-binding protein/CRF-R2 receptor complex; HEK293 CRF-R2/CRF-BP, CRF-induced calcium fluorescence; 350,000 compounds, 0.59% hits; inhibition, % at 11.8 µM;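 active means inhibition of the ligand-induced calcium signal above about 50% at the single tested concentration, limit read from the data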
MEKK3 PB1 HTS = MEKK3-MEK5 PB1 interaction, increase or decrease; Q99759; bead-based flow cytometry, Alexa488-MEK5 binding to MEKK3; actives lie on both sides; 0 = blocked by unlabeled MEK5, 100 = vehicle; binding response (% of control), % at 10 µM; 290,000 compounds, 1.4% hits;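 active means binding response more than 3 SD above or below the average of its plate-row segment, actives on both sides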;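 further: Alexa488 bead fluorescence after subtracting the streptavidin-only scavenger bead signal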
IDE act = IDE (human) activation, cell-based; HEK cells, FAbeta-B cleavage, fluorescence polarization; 0% vehicle, 100% cell-free pure enzyme wells; activation, % at 5.96 µM; 340,000 compounds, 0.073% hits; AID 493087;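 active means activation above the mean of all tested compounds plus 3 SD, set per screening campaign, cut at about 17% in these data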
PHOSPHO1 inh = blocks human PHOSPHO1 phosphatase activity; Q8TCT1; 290,000 compounds, 1.1% hits; AID 1565; recombinant PHOSPHO1, absorbance phosphatase assay; inhibition, % at 13.3 µM; in the data active means inhibition above about 60%
An asterisk follows results filed as active; x = no result given; [ ] = another dose, or the depositor's remark. No enrichment for hits; 4.2% or so of the library scored in one or more.

canonical_smiles,CRFR2-BP ag,GalR3 antag,M4 PAM,IDE cell inh,pCIP destab,CRFR2-BP antag,MEKK3 PB1 HTS,IDE act,PHOSPHO1 inh
CCN(CC(=O)NCc1ccc(Cl)cc1)C(=O)CCc1ccccc1O,-2.2,-6,-1,-1,7,1,100,1,42
CC(=O)c1ccc(N2CCN(CCC#N)CC2)c(F)c1,-0.7,-3,2,8,-4,-10,107,4,-2
CN1C(=O)CSc2ccc(NC(=O)NCCC3=CCCCC3)cc21,-0.1,-7,-13,17*,-5,-16,84,-14,16
CC(C)Oc1cc(S(=O)(=O)N2CCCCC2)ccc1N,0.7,0,-5,-2,3,2,102,5,2
COc1ccc(-c2ccc(CN3C(C)C(=O)N(Cc4cn(CC5CCCCC5)nn4)CCS3(=O)=O)cc2)cc1 (configuration not stated),-0.2,0,-1,x,x,4,x,x,x
COc1ccc(N=C2NC(=O)/C(=C/C=C/c3ccccc3)S2)cc1,-0.6,-5,1,-2,-5,-5,105,2,18
COc1ccccc1-c1sc2ccccc2c1-c1ccc(C(C)=O)cc1,8.0,x,-5,5,3,26,101,0,-13
O=C(COC(=O)C1CC2C=CC1C2)Nc1ccccc1F (configuration not stated),0.0,4,-2,2,-12,9,105,-2,1
CCOCCCn1c(=S)[nH]c2cc(C(=O)N3CCN(C)CC3)ccc2c1=O,0.4,-5,5,7,-15,-18,70*[inhibitor],6,9
CCN(CC)CCN1C(=O)C2C(C(=O)Nc3ccc(Br)cc3)C3C=CC2(O3)C1C(=O)NC1CCCCC1 (configuration not stated),-0.1,-6,-5,0,1,-5,100,2,10
O=C(NCCc1ccccc1)C1CCN(C(=O)c2ccc([N+](=O)[O-])cc2)CC1,-1.1,2,12,-2,-7,11,98,6,15
O=C(CCN1CCCCC1)NCNC(=O)CCN1CCCCC1,-1.3,-6,0,0,-1,18,100,2,4
CSCCOC(=O)C1=C(C)Nc2ccc(C)cc2S1,1.0,0,-4,7,2,-14,98,-1,23
O=C(O)CC1(CC(=O)NCc2cccc(Cl)c2)CCCCC1,1.9,-9,5,0,2,-1,103,5,29
CS(=O)(=O)N1CCc2cc(NC(=O)c3ccc(Cl)cc3Cl)ccc21,-0.4,-5,-6,6,12,20,109,4,-45
COc1ccc(C(=O)NNC(=O)C23CC4CC(CC(C4)C2)C3)cc1OC,1.6,3,1,-6,x,0,x,4,x
COc1ccc(C2c3c(ccc4ccccc34)Oc3ncn4nc(Cc5ccccc5)nc4c32)cc1OC (configuration not stated),0.2,-2,2,-3,-9,24,95,1,-12
CCn1cc(C2=NCCO2)c2ccccc21,-1.5,x,4,0,-6,1,109,-1,0
CCN(CC)S(=O)(=O)c1cccc(C(=O)Nc2nc3cc4c(cc3s2)OCCO4)c1,3.7,-5,-10,10,-13,-23,107,-10,-13
CCN(C[C@H]1N[C@@](Cc2ccccc2)(C(=O)OC)[C@H]2C(=O)N(Cc3ccccc3)C(=O)[C@@H]12)S(=O)(=O)c1ccc(OC)cc1,5.2,-8,-9,-3,x,-6,x,1,x
O=C(C/C=N/OCc1ccc(Cl)cc1Cl)c1ccc(Cl)cc1,0.8,-5,-5,0,-141,-7,79,6,-26
CCOC(=O)C1=C(C)Nc2ncnn2C1c1c[nH]c2ccccc12 (configuration not stated),-0.8,-2,2,3,-4,14,102,3,12
COCc1cc(CN2CCN(C)CC2)c(O)c2ncccc12,1.5,-4,4,-2,-10,17,98,10,56
Nc1nnc(CC(=O)N/N=C/c2ccc(-c3cccc(C(=O)O)c3)o2)s1,-1.7,-5,1,-3,-3,10,95,-1,23
CC(C)COn1c(=S)[nH]c2ccccc2c1=O,-1.3,-5,-5,7,5,-4,101,2,-57
CC(=O)OC1(C(C)=O)CCC2C3CC(Cl)C4=CC(=O)CCC4(C)C3CCC21C (configuration not stated),2.7,-6,1,x,x,3,x,5,x
COc1ccc(CNC(=O)COC(=O)C2CC2C)cc1OC (configuration not stated),3.0,1,7,-3,x,8,x,-3,x
CC(=O)Nc1ccc(/C=C/c2ccc3c([N+](=O)[O-])cccc3n2)cc1,-0.6,-2,-4,-4,2,9,99,1,40
COc1c(-c2ccc([N+](=O)[O-])cc2[N+](=O)[O-])c(=O)n(C)c(=O)n1C,-2.4,-5,0,7,-6,10,99,-1,28
CCN(C(C)=O)c1ccc(Oc2nc(OC)cc(OC)n2)cc1,-0.7,0,2,-3,7,12,99,3,-7
COc1cc(Cl)c(C)cc1NC(=O)CSC1=NCCS1,0.2,-8,-3,3,x,7,x,3,x
O=C(N/N=C/c1coc2ccccc2c1=O)c1cc(O)cc(O)c1,-1.8,-6,11,x,-3,-25,93,-3,9
CN(CC(=O)Nc1ccccc1C(=O)NC1CC1)Cc1cccs1,0.4,-2,0,4,x,-6,x,0,x
CN1CCN(Cc2ccc(OCc3ccccc3)cc2)CC1,-1.7,-7,-12,0,0,-16,103,-4,3
CN(N)c1nc(C(F)(F)F)nc2ccccc12,-2.1,-3,1,-1,-10,29,99,10,25
O=C(N/N=C/c1ccc(F)cc1)c1cccc(NC(=O)c2ccccc2Cl)c1,0.7,-9,-12,3,2,-6,99,-4,28
Cc1cc(NC(=O)c2ocnc2C)no1,-1.4,-8,14,-1,-9,2,100,1,21
CCc1ccc(OCCOC(=O)Nc2ccccc2)cc1,0.6,-9,-3,-2,-4,8,102,8,29
CCC(=O)Nc1nnc(SCC(=O)Nc2ccc(F)cc2)s1,-0.3,4,1,-1,-10,0,102,5,-7
CCOC(=O)c1cccc(NC(=O)C2CCCN2S(=O)(=O)c2cccc3cccnc23)c1 (configuration not stated),0.8,-1,4,4,8,-13,98,-5,17
CCOc1ccccc1NC(=O)C1Cc2ccccc2CN1S(C)(=O)=O (configuration not stated),-1.2,-3,-8,2,2,4,108,3,2
COc1ccc2nc(C)cc(N/N=C/c3cccc(OC)c3O)c2c1,2.8,-8,8,-5,10,7,116,-3,-13
CC1CCCCN1CC(=O)NC(c1ccccc1)c1ccccc1 (configuration not stated),-2.1,-5,-19,3,2,2,101,4,-3
Cc1ccc2oc(-c3cccc(NC(=O)c4ccc(Br)o4)c3C)nc2c1,2.8,-2,-4,9,-10,-2,99,4,12
COC(=O)C12CC3CC(C1)CC(n1cnc(Cl)n1)(C3)C2,-0.6,-4,0,-2,-1,10,89,2,-3
O=C(Nc1ccc2c(c1)CCC2)c1ccc(Br)o1,-1.5,4,9,14,-3,7,107,2,26
COc1ccccc1N(CC(=O)Nc1cccnc1)S(=O)(=O)c1ccccc1,-0.3,-2,-4,1,-18,-9,96,6,21
COc1ccc(Cl)c2sc(N3CCN(C(=O)c4ccco4)CC3)nc12,-1.4,-6,4,3,x,19,x,-1,x
CCCCN1CC(C(=O)NC2CCCCC2)CC1=O (configuration not stated),0.4,-1,1,8,4,1,101,5,10
COc1cccc(CC(=O)N2CCC(n3nccc3NC(=O)C3CCOC3)CC2)c1 (configuration not stated),-0.4,-2,-1,-4,4,-3,102,4,34

Continued:
canonical_smiles,CRFR2-BP ag,GalR3 antag,M4 PAM,IDE cell inh,pCIP destab,CRFR2-BP antag,MEKK3 PB1 HTS,IDE act,PHOSPHO1 inh
CCOc1ccc2nc(NC(=O)NC3CCCCC3)sc2c1,-0.8,-5,-2,2,1,-17,92,4,34
NC(=O)C1(N2CCCCC2)CCN(CC(=O)Nc2ccccc2-c2ccccc2)CC1,1.2,0,-6,2,-11,-44,101,-1,-7
CCCCn1c(NCc2ccc(OC)cc2O)nc2ccccc21,-0.3,-9,-6,x,x,-1,x,x,x
Cc1ccc(N(C(=O)c2snc(C(N)=O)c2N)C(C(=O)NCC2CCCO2)c2ccc(C)o2)c(C)c1 (configuration not stated),-0.1,-4,-1,5,-13,-19,104,2,-6
C=CCNc1c2c(nc3nnnn13)CCCC2,1.1,0,4,3,8,9,97,0,44
Cc1ccc(OCC(=O)Nc2ccc(S(=O)(=O)NC3=NCCCCC3)cc2)cc1,0.2,-4,6,x,x,-9,x,x,x
Nc1c(N2CCCC2)c2ccccc2oc1=O,4.1,0,4,3,-29,-29,102,x,4
COC(=O)Cc1ccc(NC(=S)NNC(=O)C2CC2)cc1,1.1,-7,-4,4,5,13,97,1,-12
O=C(Nc1ccc(Cl)c(S(=O)(=O)N2CCOCC2)c1)c1cn2ccccc2n1,4.3,-1,-4,-3,-12,-11,x,6,6
Cc1ccc(CCNC(=O)CN(C)S(=O)(=O)c2ccc3c(c2)n(C)c(=O)c(=O)n3C)cc1,0.1,3,-8,1,-1,-1,124,-2,32
c1ccc(-n2nc3ccccc3n2)cc1,-1.8,-7,-6,-1,0,-7,89,5,-38
COc1ccc(OC)c(S(=O)(=O)n2ccnc2C)c1,0.1,-3,3,3,-6,-8,98,2,6
COCCn1c(SCC(=O)c2cccc(OC)c2)nnc1-c1ccco1,-1.3,0,2,4,-3,1,112,7,32

13 compounds from above, arranged by SMILES length, smallest number first.
canonical_smiles,CRFR2-BP ag,GalR3 antag,M4 PAM,IDE cell inh,pCIP destab,CRFR2-BP antag,MEKK3 PB1 HTS,IDE act,PHOSPHO1 inh
Nc1c(N2CCCC2)c2ccccc2oc1=O,4.1,0,4,3,-29,-29,102,x,4
CN(N)c1nc(C(F)(F)F)nc2ccccc12,-2.1,-3,1,-1,-10,29,99,10,25
O=C(Nc1ccc2c(c1)CCC2)c1ccc(Br)o1,-1.5,4,9,14,-3,7,107,2,26
O=C(CCN1CCCCC1)NCNC(=O)CCN1CCCCC1,-1.3,-6,0,0,-1,18,100,2,4
COCc1cc(CN2CCN(C)CC2)c(O)c2ncccc12,1.5,-4,4,-2,-10,17,98,10,56
COc1ccc2nc(C)cc(N/N=C/c3cccc(OC)c3O)c2c1,2.8,-8,8,-5,10,7,116,-3,-13
COc1ccc(N=C2NC(=O)/C(=C/C=C/c3ccccc3)S2)cc1,-0.6,-5,1,-2,-5,-5,105,2,18
COc1ccc(C(=O)NNC(=O)C23CC4CC(CC(C4)C2)C3)cc1OC,1.6,3,1,-6,x,0,x,4,x
O=C(N/N=C/c1ccc(F)cc1)c1cccc(NC(=O)c2ccccc2Cl)c1,0.7,-9,-12,3,2,-6,99,-4,28
Cc1ccc(OCC(=O)Nc2ccc(S(=O)(=O)NC3=NCCCCC3)cc2)cc1,0.2,-4,6,x,x,-9,x,x,x
NC(=O)C1(N2CCCCC2)CCN(CC(=O)Nc2ccccc2-c2ccccc2)CC1,1.2,0,-6,2,-11,-44,101,-1,-7
CC(=O)OC1(C(C)=O)CCC2C3CC(Cl)C4=CC(=O)CCC4(C)C3CCC21C (configuration not stated),2.7,-6,1,x,x,3,x,5,x
CCOC(=O)c1cccc(NC(=O)C2CCCN2S(=O)(=O)c2cccc3cccnc23)c1 (configuration not stated),0.8,-1,4,4,8,-13,98,-5,17

One compound at a time, from the list above. Order of screens: CRFR2-BP ag | GalR3 antag | M4 PAM | IDE cell inh | pCIP destab | CRFR2-BP antag | MEKK3 PB1 HTS | IDE act | PHOSPHO1 inh
COc1ccc(C2c3c(ccc4ccccc34)Oc3ncn4nc(Cc5ccccc5)nc4c32)cc1OC (configuration not stated) as listed: 0.2 | -2 | 2 | -3 | -9 | 24 | 95 | 1 | -12
O=C(Nc1ccc2c(c1)CCC2)c1ccc(Br)o1 as listed: -1.5 | 4 | 9 | 14 | -3 | 7 | 107 | 2 | 26

Bioassay records from PubChem BioAssay.
